Myeloid diff MLP = promotes myeloid progenitor differentiation | calls only at 10 µM | 1% of 360,000 active | AID 624256 | ER-HoxA9 myeloid progenitors, lysozyme-GFP differentiation, flow cytometry;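 active = normalized GFP-positive differentiation at or above the plate's own cutoff, the solvent-only control mean plus 3 SD; inconclusive = no clear call, values can overlap the other calls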;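 also: cells exposed to compound for four days before flow analysis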
Hep lipid drop = hepatic lipid droplet formation modulation | AML12 mouse hepatocytes, oleate lipid droplets, BODIPY imaging | inhibition, % at 6.5 µM | 0.4% of 240,000 active;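 active = lipid droplet intensity inhibited by at least 50%, with more than 500 cells counted; inconclusive = wells with under 300 cells, treated as cytotoxic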
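Test system: AML12 mouse liver cells; schedule: overnight exposure; technique: high-content imaging of BODIPY-stained droplets and DAPI nuclei; read-out: % inhibition of corrected integrated BODIPY droplet signal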
K1F lysis inhibition = inhibition of K1F phage lysis, E. coli UTI89, bacterial capsule biogenesis inhibitors, alamar blue (AID 488966) | one-dose inhibition, % at 100 µM; IC50 in µM for titrated hits | 0.02% of 340,000 active | E. coli UTI89 K1F phage lysis, alamar blue, 2 h; higher % means a stronger effect;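 active = phage lysis inhibition, versus mean bacterial control, above a set limit; inconclusive = no clear call, values can overlap the other calls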;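 also: capsule biogenesis inhibitors block K1F phage lysis so surviving cells raise fluorescence; higher fluorescence means more inhibition of phage lysis; actives were called in the ten point dose series up to 300 µM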
Hep lipid drop cells 6.5 µM = second read-out of Hep lipid drop, no call of its own (marks repeat the call); cell count; measured here: cell count, cytotoxicity flag;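 cells counted across two imaged fields per well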
Myeloid diff MLP GFP+ MAC1+ % = second read-out of Myeloid diff MLP, no call of its own (marks repeat the call); GFP+ MAC1+ double positive, %; measured here: differentiation confirmed by MAC1 staining
* hit, by the source's call; i = inactive; ? = inconclusive; · = not tested or not shown; + = active, no number; [ ] = remark or other dose. This is a subset; rates above refer to the full screens.

Below each compound: K1F lysis inhibition	Hep lipid drop	Myeloid diff MLP GFP+ MAC1+ %	Myeloid diff MLP	Hep lipid drop cells 6.5 µM
CC1C(=O)N2CCCc3cc(NC(=O)CC(C)(C)C)cc1c32 (stereo unspecified)
  0.1%	4.1	2.9	i	799
O=C(NCc1cccc(F)c1)C1CCC(=O)N(C2CC2)C1 (stereo unspecified)
  0.1%	-1.7	3.9	i	697
Cc1ccccc1CC(=O)N1CC(C)OC(C)C1 (stereo unspecified)
  0.1%	8.2	0.5	i	825
O=C(CSc1nccn1Cc1ccccc1)NC1CCCC1
  0.1%	-6.0	1.1	i	759
NS(=O)(=O)c1ccc(CCNS(=O)(=O)c2ccc(Cl)cc2)cc1
  0.8%[50 µM]	0.5	0.4	i	848
O=C(Nc1ccon1)Nc1ccc(F)cc1F
  0.9%[50 µM]	6.9	0.0	i	857
COc1ccc(CNC(=O)C/C(C)=N/NC(=O)c2ccc(OC)cc2OC)cc1
  -0.1%	-2.4	0.3	i	836
O=C(CC(=O)NC1CCCCC1)N/N=C/c1ccccc1[N+](=O)[O-]
  0.0%	-15.4	1.7	i	806
N#Cc1c(SCC(=O)Nc2ccc(C(F)(F)F)cc2)sc2c(O)cc(=O)[nH]c12
  0.1%	-9.3	1.4	i	751
O=C(N/C(=C\c1ccccc1)C(=O)N1CCOCC1)c1ccc(Br)o1
  0.1%	-14.9	1.1	i	787
CC(C)c1ccccc1OCC(O)CN(CC(O)COc1cccc2ccccc12)C(C)C (stereo unspecified)
  -0.4%	5.2	1.2	i	856
COc1ccc(CC(=O)NNC(=O)c2ccc(Br)o2)cc1
  0.1%	-1.7	1.7	i	616
CCOC(=O)c1ccc(NC(=O)c2ccc(CN3CCc4ccccc4C3)cc2)cc1
  0.4%	2.2	0.3	i	801
O=C(CCc1nnc2ccc(NCc3ccco3)nn12)Nc1ccccc1F
  4.2%	10.6	·	?	672
CN(C(=O)c1ccc2c(=O)n3c(nc2c1)CCCCC3)c1cccc(Cl)c1
  -0.1%	-2.3	1.5	i	783
COc1cc(/C=N/NC(=O)c2ccccn2)ccc1OC(=O)c1ccc(Br)cc1
  -0.6%[50 µM]	-0.7	1.5	i	865
Cc1ccc(CN2CCC(=O)N2)cc1
  0.4%	-0.7	0.4	i	418
O=C(COc1ccccc1F)Nc1ccc(S(=O)(=O)Nc2nccs2)cc1
  0.1%	-0.3	0.4	i	782
O=C(c1cccc(NS(=O)(=O)c2ccccc2)c1)N1CCCC1
  1.6%[50 µM]	-2.1	1.8	i	684
COc1ccc(Nc2c3c(nc4ccccc24)CCC3)cc1
  0.5%	-12.9	1.1	i	824
Cc1ccc(SCCN2CCC(C(C)(C)C)CCC2=O)cc1 (stereo unspecified)
  -0.1%	-0.2	1.4	i	827
Cn1nc(C(=O)NCCCN2CCCCC2)c2c1-c1ccccc1SC2
  0.2%	-39.2	4.5	i	806
O=[N+]([O-])c1cccc(S(=O)(=O)NCCc2ccccc2)c1
  2.0%	-1.5	0.3	i	816
Cc1ccccc1-n1ncc2c1CC(C)(C)CC2NC(=O)C1=CC(=O)CC(C)(C)O1 (stereo unspecified)
  -0.1%	-13.0	1.0	i	793
CCCCn1c(N)c(N(CCC(C)C)C(=O)c2cc(-c3ccco3)nc3ccccc23)c(=O)[nH]c1=O
  0.3%	0.4	1.8	i	845
Cc1cccc([C@@H]2[C@@H]3C(=O)N(Cc4ccccc4)C(=O)[C@@H]3[C@]3(Cc4ccc(Cl)cc4)C(=O)N(c4cccc(Br)c4)C(=O)N23)c1
  0.2%	-2.4	3.9*	+	804
CCN(C(=O)c1cc2c(s1)-c1ccccc1S(=O)(=O)C2)c1cc(OC)ccc1OC
  6.9%	36.8	2.1	i	750
CCOCCCN(C(=O)Cn1nnc(-c2ccc(C)o2)n1)C(C(=O)NC1CCCC1)c1ccc(C)o1 (stereo unspecified)
  -0.3%	-7.3	2.1	i	711
Cc1ccc(C)c(N2CCN(C(=O)Cn3ncn4cccc4c3=O)CC2)c1
  5.4%	5.4	5.7	i	755
Cc1ccccc1NC(=O)CSc1nc2ccccc2c(=O)n1C
  1.6%	-17.4	0.4	i	810

(list continues)
Below each compound: K1F lysis inhibition	Hep lipid drop	Myeloid diff MLP GFP+ MAC1+ %	Myeloid diff MLP	Hep lipid drop cells 6.5 µM
COc1ccccc1N(Cc1cc(=O)[nH]c2ccccc12)C(C)=O
  -0.5%[50 µM]	-12.4	0.3	i	818
Cc1ccc(C(=O)Nc2ccc3c(c2)OCO3)cc1Cl
  0.0%	-11.1	0.9	i	639
COCCCNc1nc2c(-c3cccc(C)c3)nnn2c2ccc(Cl)cc12
  0.4%	3.9	1.0	i	693
CC(C(=O)N1CCc2ccccc21)N1CCN(Cc2ccccc2)CC1 (stereo unspecified)
  0.2%	-28.3	0.8	i	764
CCOC(=O)c1ccc(NC(=O)c2c(Cl)cc(C)nc2C)cc1
  -0.1%	-15.8	0.4	i	848
NC(=O)c1ccccc1NC(=O)CC12CC3CC(CC(Br)(C3)C1)C2
  0.2%	-2.2	0.3	i	839
CCC(C(=O)NCCCN1CCN(CCCNC(=O)C(CC)c2ccccc2)CC1)c1ccccc1 (stereo unspecified)
  0.4%	-15.3	0.4	i	790
O=C1CSC(=Nc2ccc(Cl)cc2)N1
  1.3%	-7.1	0.2	i	821
O=C(NC(=S)NNC(=O)c1ccco1)c1ccccc1
  0.1%	16.5	0.6	i	830
CC(=O)NC(Cc1c[nH]c2ccccc12)C(=O)NCCc1ccccc1 (stereo unspecified)
  2.3%	2.4	0.0	i	812
Nc1nonc1-n1nnc(C(=O)N/N=C/c2ccco2)c1-c1ccccc1
  0.1%	-10.2	0.3	i	807
CSc1ccc(CCNC(=O)c2ccc(CS(=O)Cc3ccc(Cl)cc3)o2)cc1 (stereo unspecified)
  0.1%	-10.4	2.0	i	769
O=C(NCCCn1ccnc1)/C(=C\c1ccc(Br)cc1)NC(=O)c1ccccc1
  4.1%	-32.9	1.4	i	694
CC(C)[C@H](NC(=O)N1CCn2c1nc1ccccc12)C(=O)NCCc1ccccc1
  -0.3%	8.7	4.1	i	683
CC(=O)Nc1nc(NCc2ccccc2Cl)n(-c2ccccc2)n1
  0.1%	2.3	0.6	i	425
O=C(NCc1n[nH]c(=S)n1-c1cccc(Cl)c1)c1ccc(S(=O)(=O)N2CCCCC2)cc1
  -0.4%	28.1	1.4	i	880
O=C(NCCc1ccc(Cl)cc1)C1CC(=O)N(C2CCCC2)C1 (stereo unspecified)
  -0.2%	-8.4	0.0	i	762
COCC(=O)Nc1ccc(S(=O)(=O)Nc2nccs2)cc1
  0.4%	5.7	1.1	i	810
Cc1c(Cl)cccc1NC(=O)CC(Cc1ccccc1)C(=O)O (stereo unspecified)
  0.0%	3.9	0.3	i	841
Cc1cccnc1NC(=O)C(C)N1C(=O)c2ccccc2C1=O (stereo unspecified)
  -1.8%	28.4	0.1	i	682
Cc1ccc(CN2CCNC(=O)C2CC(=O)N(C)CCc2cnn(C)c2)cc1 (stereo unspecified)
  0.1%	-7.3	1.2	i	682
Cc1ccc(C2NC(=O)c3ccccc3O2)cc1 (stereo unspecified)
  1.7%	-1.4	0.5	i	813
O=C(Nc1ccccc1F)C1CCCN1S(=O)(=O)c1cccc2nsnc12 (stereo unspecified)
  0.5%	5.0	5.4	i	712
CC(NC(=O)C1CC1)c1ccc(-c2ccccc2)cc1 (stereo unspecified)
  -0.2%	9.6	0.4	i	878
CN(CCc1cnn(C)c1)C(=O)C1CCC(=O)N(CC2CCCCC2)C1 (stereo unspecified)
  2.1%[50 µM]	-2.1	0.9	i	799
CCOc1ccc(C(C(=O)NCC2CCCO2)N(Cc2cccnc2)C(=O)c2snc(C(N)=O)c2N)cc1 (stereo unspecified)
  -0.2%	6.1	0.6	i	805
CCCC(=O)N(Cc1cc(=O)[nH]c2ccccc12)c1ccc(C)cc1
  -1.5%[50 µM]	-18.2	0.9	i	737
Cc1ccc(C)c(NC(=O)c2cc(S(=O)(=O)N3CCCCC3)c[nH]2)c1
  0.4%	9.9	0.8	i	731
CC(=O)Nc1ccc(NC(=O)Cc2ccc(-c3ccccc3)cc2)cc1
  0.4%	9.6	0.2	i	836
Cc1noc(C)c1C(=O)Nc1nc2ccc(Cl)cc2s1
  0.1%	2.7	·	?	767

Quoted at random: 2 entries already listed, in no set order.
Below each compound: K1F lysis inhibition	Hep lipid drop	Myeloid diff MLP GFP+ MAC1+ %	Myeloid diff MLP	Hep lipid drop cells 6.5 µM
Cc1ccc(C(=O)Nc2ccc3c(c2)OCO3)cc1Cl
  0.0%	-11.1	0.9	i	639
O=C(c1cccc(NS(=O)(=O)c2ccccc2)c1)N1CCCC1
  1.6%[50 µM]	-2.1	1.8	i	684

A few values from the entries so far.
For K1F lysis inhibition, COc1cc(/C=N/NC(=O)c2ccccn2)ccc1OC(=O)c1ccc(Br)cc1 is entered as -0.6%[50 µM]
For Hep lipid drop cells 6.5 µM, CC(=O)Nc1ccc(NC(=O)Cc2ccc(-c3ccccc3)cc2)cc1 is entered as 836
For Hep lipid drop, Cc1ccccc1CC(=O)N1CC(C)OC(C)C1 (stereo unspecified) is entered as 8.2
For K1F lysis inhibition, NC(=O)c1ccccc1NC(=O)CC12CC3CC(CC(Br)(C3)C1)C2 is entered as 0.2%
For Hep lipid drop cells 6.5 µM, O=C(NCc1cccc(F)c1)C1CCC(=O)N(C2CC2)C1 (stereo unspecified) is entered as 697

(cont.)
Below each compound: K1F lysis inhibition	Hep lipid drop	Myeloid diff MLP GFP+ MAC1+ %	Myeloid diff MLP	Hep lipid drop cells 6.5 µM
Cc1cc(C)n2nc(SCC(=O)NC3CCCC(C)C3C)nc2n1 (stereo unspecified)
  -0.2%	-4.9	·	?	724
Cc1cccc(N2CCN(C(=O)NC3CCCCC3)CC2C)c1 (stereo unspecified)
  1.8%[50 µM]	14.3	0.8	i	858
O=C(NCc1ccccn1)Nc1ccc(Br)cc1
  -0.1%	-5.1	0.8	i	781
COc1cccc(/C=C/C(=O)N2CCN(c3ccccn3)CC2)c1
  0.1%	-23.0	0.0	i	687
CN(CCCN1CCOCC1)C(=O)c1cc(COc2c(F)cccc2F)on1
  0.1%	4.0	0.7	i	863
COc1ccc(N2C(=O)N3[C@H](c4ccc(Br)cc4)[C@@H]4C(=O)N(C(C)(C)C)C(=O)[C@@H]4[C@]3(Cc3ccccc3)C2=O)cc1
  2.7%	17.3	2.7	i	818
COc1ccc(NC(=O)c2ccc(NC3=NC4CS(=O)(=O)CC4S3)cc2)cc1 (stereo unspecified)
  -2.2%	-18.6	4.8	i	695
CCc1ccccc1NC(=O)CCS(=O)(=O)c1ccc2c(c1)CCCN2C(C)=O
  0.3%	-26.3	0.2	i	708
Cc1cccc(N2CCN(CC(=O)Nc3ccc(S(=O)(=O)N4CCOCC4)cc3)CC2)c1C
  -0.1%	5.4	7.5*	+	809
Cc1ccc(-c2c(NC(=O)C(C)C)n(C)c3ccccc3c2=O)cc1
  -0.3%[50 µM]	-29.6	1.0	i	780
Cc1cccc(C)c1OCC(=O)NNC(=O)CCNC(=O)c1ccc(Br)cc1
  -0.2%	-0.1	1.9	i	880
CCN1CCN(S(=O)(=O)c2ccc(C(=O)Nc3sc4c(c3C(N)=O)CCN(CC)C4)cc2)CC1
  -0.4%	14.3	3.5	i	694
Cc1ccc(C)c(NC(=O)c2cnn(-c3ccccc3)c2C)c1
  -2.2%	2.9	1.1	i	750
COC(=O)c1ccccc1NC(=O)COc1ccc2c(c1)OCO2
  -0.6%[50 µM]	10.5	0.4	i	808
O=S(=O)(c1ccccc1Br)N1CCN(c2ncccn2)CC1
  1.4%	31.2	0.7	i	824
CCOc1ccc(NC(=O)[C@@H](NC(=O)c2ccco2)C(C)C)cc1
  1.2%	-16.6	0.4	i	774
CS(=O)(=O)Nc1ccc(C(=O)NCCSc2ccc(Cl)cc2)cc1
  0.4%	-8.5	0.1	i	850
COc1ccc(OC)c(NC(=O)c2oc3c(c2C)C(O)CC(C)(C)C3)c1 (stereo unspecified)
  0.9%[50 µM]	-2.6	0.5	i	824
Cc1cccc(C(=O)NCc2nnc(SCC(=O)Nc3nnc(C)s3)n2C)c1
  -0.3%	2.6	1.8	i	852

Screens (PubChem BioAssay)
